MIN6 prolif = inducers of MIN6 beta-cell proliferation, primary screen, ATP luminescence, uHTS | MIN6 cells proliferation, ATPlite luminescence, 48 h; cells starved in 0.2% serum; 100% = growth in 10% serum | proliferation, % at 10 µM | actives 0.29% (n = 330,000);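 active means compounds whose signal lies at least 3.5 SD above the mean of all wells on their plate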;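 further: 0% = DMSO-treated cells in low-serum medium and 100% = 10% serum control; some compounds called inactive have numbers as strong as hits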
hIAP act = human IAP activators, primary screen, biochemical, luminescence, uHTS; purified human IAP, CDP-Star luminescence, 30 min; stronger effect = higher value; 1 = vehicle-only enzyme, 0 = enzyme-free background; Intestinal-type alkaline phosphatase (Homo sapiens), P09923; activation factor at 10 µM; AID 2524, 2010; actives 0.16% (n = 330,000);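 active means activation factor of the enzyme at least 2-fold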; further: the source names both 10 and 20 µM as test concentration; values of inactives mirror those of a sister screen read the other way
Target sequence (P09923 whole entry, looked up): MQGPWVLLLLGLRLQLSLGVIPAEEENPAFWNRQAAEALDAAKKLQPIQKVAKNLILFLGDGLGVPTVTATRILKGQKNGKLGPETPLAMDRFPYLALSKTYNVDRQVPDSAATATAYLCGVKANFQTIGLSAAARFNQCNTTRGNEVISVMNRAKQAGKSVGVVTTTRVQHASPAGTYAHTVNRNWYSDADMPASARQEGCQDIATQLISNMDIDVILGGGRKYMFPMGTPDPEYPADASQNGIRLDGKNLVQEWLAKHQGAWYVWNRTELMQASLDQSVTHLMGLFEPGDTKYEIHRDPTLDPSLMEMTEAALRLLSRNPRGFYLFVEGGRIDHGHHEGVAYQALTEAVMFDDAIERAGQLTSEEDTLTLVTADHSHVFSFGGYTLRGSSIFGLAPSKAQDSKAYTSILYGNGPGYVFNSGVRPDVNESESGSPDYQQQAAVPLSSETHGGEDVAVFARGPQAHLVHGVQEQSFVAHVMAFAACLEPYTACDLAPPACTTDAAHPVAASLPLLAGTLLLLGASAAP
MPTP inh = mitochondrial permeability transition pore inhibitors, primary screen, biochemical, isolated mouse mitochondria, absorbance | Ca2+ swelling absorbance, 30 min | inhibition, % at 10 µM | actives 1.4% (n = 360,000) | AID 602449, 2012;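 active means inhibition of 50% or more, scaled per plate between neutral and stimulator controls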;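 further: 0% = DMSO wells given calcium and 100% = 1 mM EGTA wells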
hIAP inh = human IAP inhibitors, primary screen, biochemical, luminescence, uHTS; AID 2544, 2010; inhibition, % at 10 µM; actives 0.12% (n = 330,000); purified IAP, CDP-Star luminescence, 30 min; Intestinal-type alkaline phosphatase (Homo sapiens), P09923;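 active means inhibition reaching a set limit with compound at 10 µM in the primary screen, cut at about 35% in these data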;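 further: plate controls were DMSO wells with enzyme for no effect and no-enzyme buffer wells for full effect; values of inactives mirror those of a sister screen read the other way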
GRIN3A LBD mod = binders of NR3A ligand-binding domain, primary screen, biophysical, differential scanning fluorimetry, uHTS | Glutamate receptor ionotropic, NMDA 3A (GRIN3A) ligand-binding domain | actives 2.5% (n = 340,000) | NR3A LBD differential scanning fluorimetry, Tm shift; 0% = protein alone, 100% = glycine-bound protein | Tm shift relative to glycine control, % at 25 µM;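 active means melting temperature shift of at least 10% of the positive control shift, at one fixed dose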
A3G deaminase = APOBEC3G DNA deaminase inhibitors, primary screen, biochemical, fluorescence, single-stranded DNA substrate, uHTS; DNA dC->dU-editing enzyme APOBEC-3G (Homo sapiens), Q9HC16; recombinant A3G, ssDNA deamination FAM/TAMRA fluorescence; inhibition, % at 20 µM; actives 0.28% (n = 330,000); AID 493012, 2011;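 active means inhibition of at least 40% at 20 µM, with no more than 30% in the related APOBEC3A deaminase screen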;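 further: plate controls were DMSO wells with A3G for no effect and wells lacking A3G enzyme for full effect; some compounds called inactive have numbers as strong as hits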
Target sequence (Q9HC16 whole entry, looked up): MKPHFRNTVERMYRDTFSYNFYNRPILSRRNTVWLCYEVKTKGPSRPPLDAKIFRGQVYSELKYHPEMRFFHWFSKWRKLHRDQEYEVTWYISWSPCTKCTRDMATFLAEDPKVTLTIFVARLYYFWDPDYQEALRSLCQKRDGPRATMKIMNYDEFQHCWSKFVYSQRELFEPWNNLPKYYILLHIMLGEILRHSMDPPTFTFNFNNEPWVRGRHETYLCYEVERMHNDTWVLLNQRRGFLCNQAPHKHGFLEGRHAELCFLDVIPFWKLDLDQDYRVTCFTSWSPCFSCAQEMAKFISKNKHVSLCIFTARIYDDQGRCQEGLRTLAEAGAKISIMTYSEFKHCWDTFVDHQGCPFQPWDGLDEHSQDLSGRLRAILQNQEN
APOBEC3A inh = APOBEC3A ssDNA deaminase inhibitors, primary screen, selectivity assay for APOBEC3G inhibitor project, biochemical, FAM/TAMRA oligo cleavage fluorescence | recombinant A3A, FAM/TAMRA ssDNA deamination fluorescence | actives 0.41% (n = 330,000) | inhibition, % at 20 µM | DNA dC->dU-editing enzyme APOBEC-3A (Homo sapiens), P31941;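 active means at least 40% inhibition at 20 µM here, with at most 30% in a related deaminase screen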;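 further: plate controls were A3A with DMSO for no effect and wells lacking A3A enzyme for full effect; some results filed as inactive read as strong as hits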
Target sequence (P31941 whole entry, looked up): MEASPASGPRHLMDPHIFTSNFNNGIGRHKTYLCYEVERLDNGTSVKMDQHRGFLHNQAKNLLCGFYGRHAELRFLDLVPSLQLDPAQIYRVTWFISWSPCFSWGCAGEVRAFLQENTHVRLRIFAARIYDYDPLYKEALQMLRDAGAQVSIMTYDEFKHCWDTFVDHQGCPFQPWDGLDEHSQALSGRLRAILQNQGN
mIAP activ = activators of mouse IAP, primary screen, biochemical, luminescence, uHTS; muIAP, CDP-Star luminescence, 30 min; stronger effect = higher value; 1 = vehicle-only enzyme signal, 0 = enzyme-free wells; activation factor at 10 µM; actives 0.24% (n = 330,000); AID 2805, 2010;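 active means activation factor of at least 2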; further: the source names both 10 and 20 µM as test concentration; values of inactives mirror those of a sister screen read the other way
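Assay system: mouse IAP enzyme / Compound: DMSO-dissolved test compounds / Timing: 30 min, room temperature / Measured by: luminescence from enzymatic CDP-Star hydrolysis / Control set: DMSO-only wells, enzyme-free buffer wells as negative control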
mIAP inh = inhibitors of mouse IAP, primary screen, biochemical, luminescence, uHTS; intestinal alkaline phosphatase [Mus musculus]; purified mouse IAP, CDP-Star luminescence, 30 min; inhibition, % at 10 µM; actives 0.2% (n = 330,000);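 active means inhibition of at least 40% at 10 µM in the primary screen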;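 further: plate controls were DMSO with enzyme for no effect and no enzyme wells for full effect; values of inactives mirror those of a sister screen read the other way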
An asterisk follows results filed as active; . = not tested or not shown.

cpd | SMILES | MIN6 prolif | hIAP act | MPTP inh | hIAP inh | GRIN3A LBD mod | A3G deaminase | APOBEC3A inh | mIAP activ | mIAP inh
1 | Cc1c(C)c2cc(Cl)c(OCC(=O)N3C[C@H]4C[C@@H](C3)c3cccc(=O)n3C4)cc2oc1=O | 2 | 1.1 | -0.9 | -14 | 0 | 1 | 2 | 0.89 | 11
2 | CC1NCCC2(O)CCCCC12 (stereo not drawn) | 0 | 0.96 | -1.7 | 4 | -2 | -2 | -1 | 1.1 | -12
3 | C[C@]12CC[C@H]3[C@@H](CCC4=CC(=O)CC[C@@H]43)[C@@H]1CC[C@@H]2O | 1 | 0.91 | 0.7 | 9 | 0 | -1 | -1 | 0.91 | 9
4 | CCCC(C)C(=O)NC1CCSC1=O (stereo not drawn) | 1 | 0.9 | -1.7 | 10 | 0 | 3 | 1 | 1.1 | -13
5 | CSc1ncc(/C=C2/C(=O)NC(=O)N(C)C2=O)cn1 | 0 | 1.1 | -0.9 | -6 | 0 | 0 | 2 | 1.1 | -14
6 | C[N+]1(CC2COC(c3ccco3)O2)CCCCC1 (stereo not drawn) | -3 | 1 | 1.4 | -2 | 2 | 25 | 60* | 1 | -2
7 | CC(=NCCCO)c1c(O)n(Cc2ccccc2)c(=O)[nH]c1=O | -2 | 1.1 | -0.6 | -9 | 0 | -3 | 1 | 0.96 | 4
8 | CCOP(=S)(OCC)Oc1cc(C)oc(=O)c1 | 2 | 0.95 | 4.1 | 5 | 2 | 0 | 1 | 0.86 | 14
9 | CC(C)C(=O)Nc1ccc(S(=O)(=O)N2CC3CC(C2)c2cccc(=O)n2C3)cc1 (stereo not drawn) | 1 | 1.2 | 0.9 | -17 | 2 | -7 | -2 | 0.98 | 2
10 | S=P(Nn1cnnc1)(c1ccc(Br)cc1)c1ccc(Br)cc1 | -5 | 0.96 | -0.5 | 4 | -1 | -1 | -1 | 0.86 | 14
11 | Oc1ccccc1C1NCc2ccccc2-n2cccc21 (stereo not drawn) | 2 | 1 | -1.1 | 0 | 0 | -8 | -4 | 0.99 | 1
12 | Cc1ccccc1NC1(C#N)CCCCC1 | 0 | 1.1 | -0.4 | -13 | -1 | -6 | 4 | 1 | -3
13 | c1ccc(-c2nnc(C3CC(c4cccnc4)=NO3)o2)cc1 (stereo not drawn) | 5 | 0.95 | -0.4 | 5 | -2 | -9 | -2 | 1.1 | -5
14 | Cc1ccc2c(c1)cc1c(=O)n(CC(=O)N3CCC4(CC3)OCCO4)nc(C)n12 | 6 | 1.3 | 0.0 | -28 | -2 | -3 | -1 | 1 | 0
15 | CC(C#N)CCC#N (stereo not drawn) | 2 | 0.97 | -0.7 | 3 | -1 | -11 | -2 | 1 | 0
16 | CC1=C[C@@H]2c3cccc4[nH]cc(c34)C[C@H]2N(C)C1 | -2 | 0.89 | -0.4 | 11 | . | 32 | 16 | 0.89 | 12
17 | CN(C)c1ccc(C(=O)N/N=C/C23CC[C@@H](O)CC2(O)CC[C@@H]2[C@@H]3CCC3(C)C(C4=CC(=O)OC4)CCC23O)cc1 (stereo partly drawn) | -1 | 1.1 | -0.4 | -8 | 0 | -2 | -9 | 1.1 | -8
18 | Cc1ccccc1NC(=O)Cc1nc(COC(=O)Cc2ccccc2)cs1 | -3 | 0.96 | 0.6 | 4 | 0 | -7 | 0 | 0.97 | 3
19 | COc1cc2c(cc1OC)C1[C@H]3C(=CC[C@H]1OC2O)CCN3C (stereo partly drawn) | -3 | 1.2 | -0.7 | -19 | -4 | 8 | 0 | 1 | -4
20 | COC(=O)c1ccc(NC(=O)NC(=O)Oc2ccccc2)cc1 | 2 | 0.8 | 0.4 | 20 | 0 | -7 | -3 | 1 | 0
21 | CN1CC(C(=O)c2ccc(Cl)cc2)C(c2ccc(Cl)cc2Cl)C1 (stereo not drawn) | -6 | 0.82 | -0.3 | 18 | 0 | -7 | 1 | 1.1 | -7
22 | CC(C)(C)C(O)C(Oc1ccc(Cl)cc1)n1cncn1 (stereo not drawn) | 2 | 0.98 | 0.8 | 2 | -2 | -6 | 1 | 0.98 | 2
23 | COc1ccccc1CCNC1CCCCCC1 | -1 | 1.4 | 0.3 | -42 | -1 | -9 | -3 | 1 | 0
24 | CC(C)NC(C)Cc1ccc(I)cc1 (stereo not drawn) | -2 | 0.83 | 42 | 17 | 1 | -6 | -2 | 1 | -2
25 | CCc1n[nH]c(CCN)n1 | -2 | 1.3 | 0.4 | -33 | 3 | -1 | -2 | 0.99 | 1
26 | O=P(O)(Oc1ccccc1)OC(c1ccccc1)C(F)(F)F (stereo not drawn) | 0 | 0.9 | -3.7 | 10 | -1 | -9 | -5 | 0.96 | 4
27 | O=c1[nH]c(=O)n(C2CCCCCC2)c(O)c1C=NCc1cccnc1 | -2 | 0.75 | 1.2 | 25 | -1 | -2 | -1 | 1.1 | -6
28 | O=C(Nc1ccc(Cl)cc1)OC1CN2CCC1CC2 (stereo not drawn) | 0 | 0.89 | 78* | 11 | 8 | -3 | 1 | 1.5 | -47
29 | O=c1[nH]c(=S)n(Cc2ccc(F)cc2)c(O)c1C=NCCCn1ccnc1 | 1 | 1 | -0.1 | -3 | -4 | -5 | -2 | 1 | -1
30 | CC(C)C(=O)Nc1ccc(N2CCN(C)CC2)c(F)c1 | -4 | 0.95 | -0.5 | 4 | -1 | -6 | -3 | 1 | -4

Given with one line to a screen: entries from further up.
23: COc1ccccc1CCNC1CCCCCC1
24: CC(C)NC(C)Cc1ccc(I)cc1 (stereo not drawn)
25: CCc1n[nH]c(CCN)n1
26: O=P(O)(Oc1ccccc1)OC(c1ccccc1)C(F)(F)F (stereo not drawn)

| compound no. | 23 | 24 | 25 | 26 |
| --- | --- | --- | --- | --- |
| MIN6 prolif | -1 | -2 | -2 | 0 |
| hIAP act | 1.4 | 0.83 | 1.3 | 0.9 |
| MPTP inh | 0.3 | 42 | 0.4 | -3.7 |
| hIAP inh | -42 | 17 | -33 | 10 |
| GRIN3A LBD mod | -1 | 1 | 3 | -1 |
| A3G deaminase | -9 | -6 | -1 | -9 |
| APOBEC3A inh | -3 | -2 | -2 | -5 |
| mIAP activ | 1 | 1 | 0.99 | 0.96 |
| mIAP inh | 0 | -2 | 1 | 4 |

Further structures follow:
cpd | SMILES | MIN6 prolif | hIAP act | MPTP inh | hIAP inh | GRIN3A LBD mod | A3G deaminase | APOBEC3A inh | mIAP activ | mIAP inh
31 | Cc1cccc(NC2=NCCCS2)c1 | -2 | 0.96 | 5.3 | 4 | 0 | -9 | -2 | 1.1 | -6
32 | NCCc1c[nH]c2ccc(C(N)=O)cc12 | -3 | 0.94 | 0.3 | 6 | 0 | -2 | 0 | 1.1 | -8
33 | Cn1c(O)c(C(=N)COc2ccccc2)c(=O)n(C)c1=O | -2 | 1 | -0.4 | -1 | 0 | 0 | 2 | 1.1 | -6
34 | COC(=O)C1=C(c2ccc(C(C)=O)cc2)C[C@@H]2CC[C@H]1N2C(=O)NCCOc1ccccc1Cl | 3 | 1 | 1.1 | -4 | -4 | -5 | -1 | 0.97 | 3
35 | CCCCn1c(O)c(/C=N/N2CCOCC2)c(=O)[nH]c1=S | 0 | 1 | -1.0 | -2 | 1 | -7 | -2 | 0.93 | 7
36 | N#Cc1c(Cl)nc(Cl)c2c1CCN(Cc1ccccc1)C2 | -6 | 0.95 | 1.4 | 5 | -13 | -1 | 2 | 0.98 | 2
37 | COc1cccc(C2(O)CCN(Cc3ccncc3)CC2)c1 | -1 | 0.97 | -0.2 | 3 | 2 | -4 | -2 | 0.99 | 1
38 | Cc1ccc(-n2c(O)c(C=Nc3ccc(Br)cn3)c(=O)[nH]c2=O)cc1 | 2 | 1.2 | 1.8 | -16 | -2 | -1 | 2 | 0.98 | 2
39 | COC(=O)c1ccccc1NC(=O)N1C[C@@H]2C[C@@H](C1)c1cccc(=O)n1C2 | 0 | 0.89 | -0.7 | 12 | -2 | -6 | -1 | 0.97 | 3
40 | O=C(Cn1cc(C(=O)c2ccccc2F)c2ccccc21)NC1CC1 | -4 | 1 | 4.0 | -5 | 1 | -5 | 10 | 1.2 | -18
41 | COc1ccc(CN2C(=O)NC(=O)/C(=C\c3ccco3)C2=O)cc1 | 1 | 0.98 | -0.9 | 2 | -20 | 26 | 47* | 0.88 | 12
42 | O=C(C1CCN(S(=O)(=O)c2ccccc2)CC1)N1CCC2(CC1)OCCO2 | -2 | 1 | 0.0 | -1 | 3 | 0 | 1 | 1.1 | -11
43 | COc1ccc(N2C(=O)NC(=O)/C(=C/c3ccc4c(c3)Cc3ccccc3-4)C2=O)cc1 | -1 | 0.86 | . | 14 | . | -9 | 4 | 1 | -1
44 | Nc1c(C(=O)NCCc2ccccc2)c2nc3ccccc3nc2n1CCN1CCOCC1 | -4 | 1 | -0.9 | -1 | 12* | 1 | 1 | 0.92 | 8
45 | CCOC(=O)CNC(=O)CSP(=S)(OCC)OCC | -1 | 1.4 | -3.2 | -39 | 1 | -1 | -2 | 1 | -1
46 | CCCCc1ccc2[nH]cc(CCN)c2c1 | -4 | 0.82 | 0.8 | 18 | -1 | -2 | -4 | 1.1 | -6
47 | Cc1ccc(-c2cc(-c3ccc(C)cc3)[n+](-c3ccc(C(=O)[O-])cc3)c(-c3ccc(C)cc3)c2)cc1 | -8 | 1.2 | 1.3 | -17 | -5 | -10 | -3 | 1.1 | -14
48 | CCCCCCC(C)(C)c1ccc([C@@H]2C[C@H](O)CC[C@H]2CCCO)c(O)c1 | -8 | 1.1 | -4.1 | -5 | -40 | -6 | 0 | 0.93 | 7
49 | Cn1c(O)c(/C=N/N2CCOCC2)c(=O)n(C)c1=S | 1 | 0.99 | 2.9 | 1 | -1 | 6 | 2 | 0.96 | 4
50 | C[N+]12CCC(CC1)C(C#N)(N1CCOCC1)C2 (stereo not drawn) | -3 | 1.1 | -0.2 | -5 | 0 | 17 | 46* | 0.95 | 5
51 | COc1ccc(C(=O)N2C[C@H]3C[C@@H](C2)c2cccc(=O)n2C3)cc1OC | -2 | 1.3 | -0.4 | -25 | 0 | -5 | 0 | 1.1 | -6
52 | COC(=O)C1=C(c2ccc(Cl)c(C(F)(F)F)c2)C[C@@H]2CC[C@H]1N2C(=O)NC1CC1 | -6 | 0.97 | 0.5 | 3 | -1 | -10 | -1 | 0.97 | 3

Entries listed so far with bromine (two):
cpd | SMILES | MIN6 prolif | hIAP act | MPTP inh | hIAP inh | GRIN3A LBD mod | A3G deaminase | APOBEC3A inh | mIAP activ | mIAP inh
10 | S=P(Nn1cnnc1)(c1ccc(Br)cc1)c1ccc(Br)cc1 | -5 | 0.96 | -0.5 | 4 | -1 | -1 | -1 | 0.86 | 14
38 | Cc1ccc(-n2c(O)c(C=Nc3ccc(Br)cn3)c(=O)[nH]c2=O)cc1 | 2 | 1.2 | 1.8 | -16 | -2 | -1 | 2 | 0.98 | 2

Bioassay records deposited in PubChem BioAssay by Sanford-Burnham Center for Chemical Genomics.

Not all compounds are listed, so the mix of outcomes need not match the whole.
